# Assay outcomes deposited in PubChem BioAssay by Sanford-Burnham Center for Chemical Genomics.
# HKDC1 inh – HKDC1 (human) hexokinase inhibition | inhibition, % at 20 µM | recombinant HKDC1, G6PDH/diaphorase resazurin coupled fluorescence | Q2TB90 | AID 493160 | actives 0.16% (n = 340,000);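 active means inhibition above about 35% when tested at 20 µM, limit read from the data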;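 further: plate controls were DMSO wells with enzyme for no effect and DMSO wells lacking enzyme for full effect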
#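 Test system: recombinant HKDC1 (HK5) hexokinase enzyme, produced in-house / Doses: 20 µM test compound, 1% DMSO / Timing: 90 min, room temperature / Detection: G6PDH/diaphorase-coupled fluorescence, 1 mM NADP, 100 µM resazurin, 525/613 nm / Control set: DMSO wells with and without enzyme mix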
# ATG4B inh – ATG4B (human) cysteine protease inhibition; ATG4B cleavage of LC3-PLA2, NBD-HPC fluorescence, 1 h; inhibition, % at 8.33 µM; actives 0.51% (n = 340,000); AID 504462; in the data active means inhibition above about 40%
# Target sequence (Q9Y4P1 whole entry, looked up): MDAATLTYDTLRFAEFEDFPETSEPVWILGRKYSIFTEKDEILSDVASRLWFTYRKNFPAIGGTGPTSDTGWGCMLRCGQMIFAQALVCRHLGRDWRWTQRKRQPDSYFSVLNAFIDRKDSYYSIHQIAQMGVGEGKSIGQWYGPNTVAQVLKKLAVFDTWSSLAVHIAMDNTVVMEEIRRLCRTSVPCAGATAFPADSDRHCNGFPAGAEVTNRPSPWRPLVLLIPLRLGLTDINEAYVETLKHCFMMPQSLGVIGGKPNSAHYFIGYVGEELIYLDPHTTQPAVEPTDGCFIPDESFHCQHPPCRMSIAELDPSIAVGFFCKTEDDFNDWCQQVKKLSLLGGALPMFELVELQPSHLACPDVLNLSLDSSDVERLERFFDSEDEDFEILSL
# mIAP inh – mouse IAP inhibition; actives 0.2% (n = 330,000); purified mouse IAP, CDP-Star luminescence, 30 min; inhibition, % at 10 µM;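 active means inhibition of at least 40% at 10 µM in the primary screen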;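 further: plate controls were DMSO with enzyme for no effect and no enzyme wells for full effect; values of inactives mirror those of a sister screen read the other way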
# hIAP activ – increases human intestinal alkaline phosphatase activity. P09923. purified human IAP, CDP-Star luminescence, 30 min; active compounds read high; 1 = vehicle-only enzyme, 0 = enzyme-free background. activation factor at 10 µM. actives 0.16% (n = 330,000);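 active means activation factor of the enzyme at least 2-fold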; further: the source names both 10 and 20 µM as test concentration; values of inactives mirror those of a sister screen read the other way
# Target sequence (P09923 whole entry, looked up): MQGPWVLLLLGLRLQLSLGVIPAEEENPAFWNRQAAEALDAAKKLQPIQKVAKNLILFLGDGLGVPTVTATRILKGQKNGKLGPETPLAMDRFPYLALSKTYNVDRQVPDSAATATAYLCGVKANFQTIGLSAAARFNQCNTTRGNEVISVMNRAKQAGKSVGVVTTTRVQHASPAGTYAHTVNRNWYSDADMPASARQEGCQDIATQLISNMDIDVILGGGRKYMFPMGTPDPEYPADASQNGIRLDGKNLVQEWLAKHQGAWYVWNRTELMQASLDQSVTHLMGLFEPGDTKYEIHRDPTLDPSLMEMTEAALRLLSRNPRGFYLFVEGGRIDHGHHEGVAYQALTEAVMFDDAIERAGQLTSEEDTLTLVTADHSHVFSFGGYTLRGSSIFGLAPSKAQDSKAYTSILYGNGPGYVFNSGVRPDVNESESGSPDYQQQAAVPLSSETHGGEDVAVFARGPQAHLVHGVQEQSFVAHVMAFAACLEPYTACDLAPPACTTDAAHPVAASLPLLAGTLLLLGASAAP
# APOBEC3A inh – human APOBEC3A DNA deaminase inhibition | actives 0.41% (n = 330,000) | recombinant A3A, FAM/TAMRA ssDNA deamination fluorescence | inhibition, % at 20 µM | P31941;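 active means at least 40% inhibition at 20 µM here, with at most 30% in a related deaminase screen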;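 further: plate controls were A3A with DMSO for no effect and wells lacking A3A enzyme for full effect; some results filed as inactive read as strong as hits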
# Target sequence (P31941 whole entry, looked up): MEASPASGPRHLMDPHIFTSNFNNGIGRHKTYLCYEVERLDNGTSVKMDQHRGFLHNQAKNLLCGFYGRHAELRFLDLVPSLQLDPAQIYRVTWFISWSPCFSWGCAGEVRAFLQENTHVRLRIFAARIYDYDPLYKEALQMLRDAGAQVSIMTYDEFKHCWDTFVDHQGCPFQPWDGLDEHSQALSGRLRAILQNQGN
# mIAP activ – mouse IAP activation; muIAP, CDP-Star luminescence, 30 min; active compounds read high; 1 = vehicle-only enzyme signal, 0 = enzyme-free wells; activation factor at 10 µM; actives 0.24% (n = 330,000);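 active means activation factor of at least 2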; further: the source names both 10 and 20 µM as test concentration; values of inactives mirror those of a sister screen read the other way
#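 Assay system: mouse IAP enzyme; reagent: chemiluminescent substrate CDP-Star; dosing: test compounds delivered from DMSO solution; schedule: 30 min at room temperature; measured by: luminescence from enzymatic CDP-Star hydrolysis; controls: DMSO-only wells and no-enzyme negative control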
# hIAP block – human IAP inhibition; P09923; purified IAP, CDP-Star luminescence, 30 min; inhibition, % at 10 µM; actives 0.12% (n = 330,000); AID 2544;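 active means inhibition reaching a set limit with compound at 10 µM in the primary screen, cut at about 35% in these data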;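 further: plate controls were DMSO wells with enzyme for no effect and no-enzyme buffer wells for full effect; values of inactives mirror those of a sister screen read the other way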
# PfG6PD inh – PfG6PD (Plasmodium falciparum) enzyme inhibition | PfGluPho enzyme, NADPH resazurin-diaphorase fluorescence | inhibition, % at 20 µM | actives 0.78% (n = 350,000) | AID 504690;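 active means inhibition reaching at least a set limit at 20 µM in the primary screen, cut at about 59% in these data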;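 further: 0% = DMSO wells with substrate and 100% = DMSO wells lacking glucose-6-phosphate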
# Starred values were filed as active, the others as inactive; · = not tested or not shown.
# Every second line gives: HKDC1 inh, ATG4B inh, mIAP inh, hIAP activ, APOBEC3A inh, mIAP activ, hIAP block, PfG6PD inh
CC(C)(CO)CNC(=O)c1ccc2nc(Cc3cccc(Cl)c3)oc2c1
  -7, 0, -4, 1.1, -4, 1, -6, -18
CC(c1ccccc1)N1CC(C(=O)Nc2nccs2)CC1=O (configuration not stated)
  6, -1, -3, 1.2, -5, 1, -15, 1
O=C(NCC(c1cccs1)N1CCOCC1)c1ccccc1NS(=O)(=O)c1ccc(Cl)c([N+](=O)[O-])c1 (configuration not stated)
  22, 8, 8, 0.97, -3, 0.92, 3, -29
Cn1c(=O)c2c(nc(CN3CCN(CCO)CC3)n2CCc2ccccc2)n(C)c1=O
  -6, -2, -4, 0.87, 1, 1, 13, 0
Cn1c(=O)c2c(nc(SCC(=O)Nc3ccccc3)n2C)n(C)c1=O
  -4, -7, 9, 0.81, -5, 0.91, 19, 4
CCOCCCNC(=O)CCSc1ccc(C)cc1
  -11, -4, 1, 1, 3, 0.99, -1, -21
Cc1nn(Cc2c(F)c(F)c(F)c(F)c2F)c(C)c1NC(=O)c1nn(C)c(C)c1Br
  1, 18, -3, 1, -2, 1, -1, 8
CCOC(=O)c1sc(=S)n(-c2ccccc2)c1SC
  1, 1, 3, 1.9, 3, 0.97, -89, 2
O=S(=O)(c1ccc(Cl)cc1)n1nnc2ccccc21
  -4, -5, 0, 0.93, 2, 1, 7, -5
COc1cc(S(=O)(=O)N2CCOCC2)ccc1N
  -6, 3, -1, 0.99, 4, 1, 1, -4
CCc1cccc(C)c1NC(=O)CSc1nc2ccccc2n1CC(=O)N(C)C
  -10, 4, 2, 0.95, -7, 0.98, 5, -13
O=C(Nc1nncs1)C(Sc1ccccc1)c1ccccc1 (configuration not stated)
  -5, -1, 6, 0.83, -1, 0.94, 17, 17
CC1CCN(Cc2ccc(-c3nnn(CC(=O)NC4CCCCC4)n3)cc2)CC1
  -13, -12, -4, 1.1, -3, 1, -12, -7
COc1cccc(-c2nn3c(-c4ccco4)nnc3s2)c1
  2, 0, 8, 0.94, 3, 0.92, 6, -7
COc1ccc(/C=C/C(=O)O)cc1S(=O)(=O)Nc1ccc2c(c1)OCO2
  -4, -1, -6, 1, 7, 1.1, -1, -7
CC(C)Cc1ccc(S(=O)(=O)N2CCN(C(=O)c3ccco3)CC2)cc1
  -6, 0, 11, 0.95, -3, 0.89, 5, -9
CCCCc1nnc(NC(=O)CN(C)S(=O)(=O)c2ccc(C)cc2)s1
  -5, -4, 5, 1.2, 8, 0.95, -16, 2
CCOc1ccc(NC(=O)c2ccc(CC)s2)c([N+](=O)[O-])c1
  -1, 5, -3, 0.92, 1, 1, 8, 4
CCOc1cccc(OCCOc2ccc(C(=O)c3ccccc3)cc2)c1
  -4, 8, 3, 0.79, 1, 0.97, 21, 30
COCCNc1nnc(SCC(=O)Nc2cc(C)on2)s1
  -4, -4, 11, 1.1, -3, 0.89, -9, 11
CCCSc1ccc([C@H]2N[C@@](CC(C)C)(C(=O)OC)[C@H]3C(=O)N(C)C(=O)[C@@H]23)cc1
  -4, -5, -2, 1, 1, 1, -2, 15
Cc1ccccc1C(=O)N1CC(=O)Nc2ccc(F)cc2C1c1ccccc1 (configuration not stated)
  1, -12, 0, 0.89, 0, 1, 11, 12
CCCCC(=O)NC(=S)NNC(=O)CCc1ccccc1
  -19, -3, 13, 1.6, -4, 0.87, -59, 0
O=C(COc1ccc([N+](=O)[O-])cc1)N(Cc1cccs1)C1CCS(=O)(=O)C1 (configuration not stated)
  -6, -10, 11, 1.1, -7, 0.89, -12, 6
COc1ccc([C@H](NC(=O)OC(C)(C)C)C(=O)OC(C)(C)C)cc1
  -1, 29, -3, 0.97, -3, 1, 3, 10
NC(C(=O)O)C1CC(Cl)=NO1 (configuration not stated)
  ·, ·, 5, 1.1, -1, 0.95, -8, ·
O=C(Nc1nnc(CCS(=O)(=O)c2ccc3ccccc3c2)s1)c1ccc([N+](=O)[O-])cc1
  -13, -6, 9, 1, 5, 0.91, -4, -9
Cc1ccc(NC(=O)C2CCN(c3cnccn3)CC2)cc1C
  -13, -3, -3, 0.91, 0, 1, 9, 6
COc1ccc(S(=O)(=O)N2CCC(c3cc(-c4cccc5ccccc45)n[nH]3)CC2)cc1
  0, -8, 0, 1.1, -1, 0.99, -15, -3
Cc1cc(NC(=O)CSc2ccc3nnc(-c4cccc(F)c4)n3n2)no1
  -8, -8, -2, 1, -4, 1, 0, -2
O=C1CC(c2ccc(S(=O)(=O)NC3CC3)cc2)CN1 (configuration not stated)
  -3, 2, 6, 0.76, 1, 0.94, 24, -15
CN1C(=S)SC(/[N+]([O-])=C\c2ccco2)C1(C)C (configuration not stated)
  -5, 3, -1, 0.97, 0, 1, 3, 3
CN(CCOc1ccccc1)C(=O)c1ccc(Cl)c(S(=O)(=O)N2CCCCC2)c1
  0, 4, -3, 0.99, 0, 1, 1, -5
O=C(NCCc1cccc(Cl)c1)c1cccs1
  -2, -18, 6, 1, 20, 0.94, -4, 16
O=C1NC(=Nc2ccccc2)S/C1=C/c1cccs1
  -6, 6, 10, 1.1, 1, 0.9, -11, -11
CC(=O)c1ccc(NC(=O)COC(=O)CCC2CCCC2)cc1
  -5, -10, 3, 1.1, 3, 0.97, -8, 6
CC1=C(Sc2ccccn2)C(=O)NC(C)(C)C1
  -3, -7, 1, 1.1, 3, 0.99, -10, -6
CC(C)CN(C(=O)COC(=O)C1CC1)c1c(N)n(Cc2ccccc2)c(=O)[nH]c1=O
  2, 7, -8, 1, 0, 1.1, -2, -10
Nc1nc(Cl)cc(NCCc2ccccc2)n1
  ·, ·, -1, 0.88, -1, 1, 12, ·
COC(=O)c1c(NC(=O)c2ccccc2F)sc2c1C(C(=O)OC)CC2 (configuration not stated)
  0, -7, 14, 0.94, -4, 0.86, 6, 17

# 4 of the compounds above, with each value named:
CC(=O)c1ccc(NC(=O)COC(=O)CCC2CCCC2)cc1
  HKDC1 inh: -5	ATG4B inh: -10	mIAP inh: 3	hIAP activ: 1.1	APOBEC3A inh: 3	mIAP activ: 0.97	hIAP block: -8	PfG6PD inh: 6

CC1=C(Sc2ccccn2)C(=O)NC(C)(C)C1
  HKDC1 inh: -3	ATG4B inh: -7	mIAP inh: 1	hIAP activ: 1.1	APOBEC3A inh: 3	mIAP activ: 0.99	hIAP block: -10	PfG6PD inh: -6

CC(C)CN(C(=O)COC(=O)C1CC1)c1c(N)n(Cc2ccccc2)c(=O)[nH]c1=O
  HKDC1 inh: 2	ATG4B inh: 7	mIAP inh: -8	hIAP activ: 1	APOBEC3A inh: 0	mIAP activ: 1.1	hIAP block: -2	PfG6PD inh: -10

Nc1nc(Cl)cc(NCCc2ccccc2)n1
  HKDC1 inh: ·	ATG4B inh: ·	mIAP inh: -1	hIAP activ: 0.88	APOBEC3A inh: -1	mIAP activ: 1	hIAP block: 12	PfG6PD inh: ·

# Remaining list, next part.
# Every second line gives: HKDC1 inh, ATG4B inh, mIAP inh, hIAP activ, APOBEC3A inh, mIAP activ, hIAP block, PfG6PD inh
Cc1ccc(/C=N/NC(=O)c2ccncc2)cc1
  -3, -2, -6, 0.95, -4, 1.1, 5, 3
COc1cccc(=O)c2c(C)oc(C)c12
  -4, -9, -4, 0.91, -6, 1, 9, -8
O=C(CS(=O)c1ccc(F)cc1)N1CCOCC1 (configuration not stated)
  -3, -3, -12, 1, 5, 1.1, 0, 11
C=CCc1cccc(CNc2ccc(S(=O)(=O)Nc3nccnc3OC)cc2)c1O
  -6, -4, -8, 0.95, 0, 1.1, 5, -22
O=C(CSc1nc(C2CC2)nc2ccccc12)Nc1cccc(O)c1
  1, 7, 3, 1, 0, 0.97, -4, -2
COc1ccc2[nH]c3c(c2c1)CCN1C(=O)C(CC(=O)NCC24CC5CC(CC(C5)C2)C4)C[C@H](C(=O)N2CCOCC2)[C@@]31CCC1CCCC1 (some centres not stated)
  2, ·, -5, ·, -1, 1.1, ·, 24
COc1cc(NC(=O)COC(=O)CSc2ccc3ccccc3c2)c(C)cc1[N+](=O)[O-]
  0, 28, -1, 1.1, -3, 1, -12, 22
CCN(CC)C(=O)c1nc[nH]c1C(=O)N(C)Cc1ccccc1
  -3, -12, -3, 0.76, -2, 1, 24, 5
CCOC(=O)N1CCN(C(=O)COC(=O)CNC(=O)c2ccc(Cl)cc2Cl)CC1
  -3, 3, 9, 0.97, -3, 0.91, 3, 1
O=C(Nc1cccc(O)c1)c1noc2c1CCCCC2
  -6, -5, 0, 0.98, -5, 1, 2, 4

# An excerpt from above with just ATG4B inh and mIAP activ.
compound,ATG4B inh,mIAP activ
O=C(CSc1nc(C2CC2)nc2ccccc12)Nc1cccc(O)c1,7,0.97
COc1ccc2[nH]c3c(c2c1)CCN1C(=O)C(CC(=O)NCC24CC5CC(CC(C5)C2)C4)C[C@H](C(=O)N2CCOCC2)[C@@]31CCC1CCCC1 (some centres not stated),·,1.1
COc1cc(NC(=O)COC(=O)CSc2ccc3ccccc3c2)c(C)cc1[N+](=O)[O-],28,1
CCN(CC)C(=O)c1nc[nH]c1C(=O)N(C)Cc1ccccc1,-12,1
CCOC(=O)N1CCN(C(=O)COC(=O)CNC(=O)c2ccc(Cl)cc2Cl)CC1,3,0.91
O=C(Nc1cccc(O)c1)c1noc2c1CCCCC2,-5,1

# Remaining list, next part:
# Every second line gives: HKDC1 inh, ATG4B inh, mIAP inh, hIAP activ, APOBEC3A inh, mIAP activ, hIAP block, PfG6PD inh
O=P(CCCCCCCCCP(=O)(c1ccccc1)c1ccccc1)(c1ccccc1)c1ccccc1
  1, -19, -29, 0.94, -2, 1.3, 6, 0
O=C(NCCCn1ccnc1)c1ccc(-c2ccccc2)cc1
  2, -4, 0, 1.2, -2, 1, -21, 16
CCCN1CCC(N(C)CCc2ccc(OC)c(OC)c2)CC1
  -10, -8, 2, 0.99, -2, 0.98, 1, -7
Nc1nnc(COc2cccc(C(F)(F)F)c2)s1
  -4, -1, 1, 1.2, -5, 0.99, -18, 15
CCOC(=O)c1ccc(NS(=O)(=O)c2cc3c4c(c2)CCN4C(=O)CC3)cc1
  -2, 1, 11, 0.97, -2, 0.89, 3, -7
O=C(NCCN1CCN(c2ccccc2)CC1)C1CCN(S(=O)(=O)c2cccc3nonc23)CC1
  -3, -1, -3, 1, -2, 1, -3, -11
O=[N+]([O-])c1ccc(N=NNc2ccccc2)cc1
  -4, -9, 8, 1.1, 0, 0.92, -6, 8
CCOC(=O)c1cn2ccc(C)cc2n1
  -1, 4, -10, 1, -2, 1.1, -3, -7
CCOC(=O)Cc1csc(NC(=S)NC(=O)CC(C)C)n1
  11, -12, 9, 0.77, -4, 0.91, 23, -8
COc1cccc(NC(=O)COC(=O)COc2ccccc2[N+](=O)[O-])c1
  2, -1, 3, 1, 2, 0.97, 0, -5

# Looked up above:
# O=C(CSc1nc(C2CC2)nc2ccccc12)Nc1cccc(O)c1 in APOBEC3A inh has 0
# COc1ccc(S(=O)(=O)N2CCC(c3cc(-c4cccc5ccccc45)n[nH]3)CC2)cc1 in APOBEC3A inh has -1

# (more compounds)
# Every second line gives: HKDC1 inh, ATG4B inh, mIAP inh, hIAP activ, APOBEC3A inh, mIAP activ, hIAP block, PfG6PD inh
CCN(CC)S(=O)(=O)c1ccc(C)c(NC(=O)COc2ccc(Br)cc2Cl)c1
  -13, -5, -15, 1.4, 0, 1.2, -37, -4
Cc1nc(-c2cccc(S(=O)(=O)N3CCCC(C)C3)c2)cs1 (configuration not stated)
  -5, -6, -3, 0.98, 4, 1, 2, -4
Cn1cccc1/C=N/NC(=O)Cc1cccs1
  -4, 4, 4, 1.1, -3, 0.96, -7, 1
CCCCc1nc(Cl)c(C#N)c2c1CSC(C)(C)C2
  1, 6, 14, 0.87, -5, 0.86, 13, -16

# Compounds as they come, and some 2.4% of all compounds hit somewhere here.
